Screening data as filed in PubChem BioAssay.
Hep lipid drop: hepatic lipid droplet formation modulation; AML12 mouse hepatocytes, oleate lipid droplets, BODIPY imaging; inhibition, % at 6.5 µM; 240,000 tested, 0.4% active; AID 1656;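 active = lipid droplet intensity inhibited by at least 50%, with more than 500 cells counted; inconclusive = wells with under 300 cells, treated as cytotoxic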
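Assay system: AML12 hepatocytes (mouse); Probe or stimulus: oleic acid at 100 µM to induce lipid droplet formation; Dosing: compound at 6.5 µM only; Schedule: compound with oleate, overnight; Detection: fluorescence imaging, 20x objective, two fields per well; Measure: % inhibition of lipid droplet signal.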
T cell HTS: T cell immune modulation candidate | 2C CD8+ T cell-vesicle binding, flow cytometry; stronger effect = lower value | calls only at 7 µM | 330,000 tested, 0.068% active | AID 2052;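 active = response, share of CD8 T cells binding vesicles, and their 90th percentile fluorescence all below set limits, cut at about 80% in these data, passing the limit was not always enough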
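Assay system: 2C TCR transgenic mouse naive CD8+ T cells, MACS-purified | Read-out: CD8+ gate FL2 mean fluorescence as % of same-row positive control | Signal: High-throughput flow cytometry with anti-B7-1 and anti-CD8 staining | Timing: Binding step 1.5 h, 37 °C, antibody labelling 20 min, ice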
Hep lipid drop cells 6.5 µM: second read-out of Hep lipid drop, no call of its own (marks repeat the call); cell count; measured here: cell count, cytotoxicity flag;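 cells counted across two imaged fields per well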
T cell HTS vesicle-bound %: also measured in T cell HTS; calls as there; double positive events, %; measured here: CD8+ vesicle-bound cell fraction;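 binding gate set so that unloaded-vesicle control wells show 10% double positive cells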
An asterisk follows results filed as active; i = inactive; ? = inconclusive; . = not tested or not shown. A portion of the library, so the mix of outcomes need not match the whole.

Sample of the layout, 2 compounds:
SMILES	Hep lipid drop	Hep lipid drop cells 6.5 µM	T cell HTS	T cell HTS vesicle-bound %
Cc1ccc(NCC(=O)c2ccc(C)cc2)cc1	-2	842	i	38
COC(=O)c1cc(S(=O)(=O)NCc2ccc(Br)cc2)c[nH]1	-3	709	i	50

The listing (from the top)
SMILES	Hep lipid drop	Hep lipid drop cells 6.5 µM	T cell HTS	T cell HTS vesicle-bound %
Cc1ccc(NCC(=O)c2ccc(C)cc2)cc1	-2	842	i	38
COC(=O)c1cc(S(=O)(=O)NCc2ccc(Br)cc2)c[nH]1	-3	709	i	50
C/C(Cc1ccccc1)=N\NC(=O)CNC(=O)c1ccc(F)cc1	11	739	i	10
O=C(OCc1ccccc1Cl)c1cc([N+](=O)[O-])ccc1N1CCOCC1	26	655	i	39
O=C(Nc1ccc(S(=O)(=O)Nc2ncccn2)cc1)c1ccccc1	0	798	i	49
O=C(Nc1nnc(S(=O)(=O)N2CCCCC2)s1)c1ccccc1Br	-1	763	i	17
COc1cc2c(C(=O)N(C)c3ccc(F)cc3)cn(C)c(=O)c2cc1OC	-1	846	i	29
O=C(Nc1cccc(F)c1)C1CCN(S(=O)(=O)c2cnc[nH]2)CC1	7	692	i	8
Cc1c(CC(=O)N2CCN(C(=O)C3COc4ccccc4O3)CC2)c(=O)oc2cc(O)cc(O)c12 (stereo unspecified)	19	712	i	16
Cn1c(SCC(=O)Nc2ccccc2F)nc2c(c1=O)SCC2	-6	852	i	58
C=CCc1cc(S(=O)(=O)c2ccc(O)c(CC=C)c2)ccc1O	6	827	i	62
COc1cccc(/C=N/NC(=O)CNC(=O)c2cccnc2)c1O	-1	419	i	32
Cc1cccc(-c2nc3ccc(C(=O)NCCN4CCN(C)CC4)cc3nc2-c2cccc(C)c2)c1	-14	700	i	47
CCn1nccc1C(=O)Nc1cccc(C)c1C	-2	852	i	63
CSCCC(=O)NC1CC(C)(C)Cc2c1cnn2-c1ccccc1C (stereo unspecified)	4	778	i	36
COc1ccc2ccc(OC)c(/C=N/n3cnnc3)c2c1	-1	796	i	52
COc1ccccc1-c1coc2c(CN3CCCC(C)C3)c(O)ccc2c1=O (stereo unspecified)	-3	838	i	21
CCN(C(=O)CSc1nnc(COc2cccc(C)c2)o1)c1nc(C)cs1	-14	788	i	30
CC(=O)c1ccc(NC(=O)CCC(=O)OCC(=O)c2cccc([N+](=O)[O-])c2)cc1	4	764	i	36
COc1cccc(-n2c(C)cc(/C=C3\C(=N)N4N=C(CC(=O)N5CCOCC5)SC4=NC3=O)c2C)c1	-7	733	i	54
CC(C)(C)c1ccc(C(=O)NCCOc2ccccc2F)cc1	-13	830	i	65
COc1cccc(C(=O)Nc2ccc3c(c2)C(=O)NC3=O)c1	7	754	i	59
CCc1nnc(NC(=O)c2ccc(COc3cccc(C)c3)o2)s1	?	.	i	12
O=C(Nc1cccc(-n2cnnn2)c1)c1cc(Cl)ccc1Cl	2	720	i	7
COC(=O)c1nccnc1C(=O)Nc1ccccc1N1CCOCC1	4	818	i	6
O=C(Nc1ccc(-c2n[nH]c(=S)o2)cc1)c1ccccc1Br	-4	800	i	58
Cc1ccc(OCc2cccc(S(=O)(=O)N(C)C)c2)c([N+](=O)[O-])n1	-15	786	i	40
Cc1ccc(-c2nnc(SCC(=O)NC3CC3)o2)cc1	-5	812	i	27
COc1cc(C(C)=O)ccc1OCC(=O)Nc1ccccc1N1CCCC1	-9	827	i	27
O=C(CCC(=O)N1CCOCC1)Nc1ccc(Cl)c(Cl)c1	2	862	i	59
CC1CCCCN1C(=O)CCC(=O)Nc1nnc(C(F)(F)F)s1 (stereo unspecified)	-2	715	i	7
COc1cccc(OCc2cc(C(=O)N3CCNC(=O)C3Cc3ccccc3)no2)c1 (stereo unspecified)	-3	707	i	13
Cc1cc(SCC(=O)NC2CCCCC2)nc2ccccc12	6	807	i	21
CCCn1c(=O)c2c(nc3n2CCCN3CCc2ccccc2)n(C)c1=O	-46	787	i	14
COc1ccc(NC(=O)c2cc(S(=O)(=O)N3CCCC3)c[nH]2)cc1	0	744	i	28
CC1(C)Cc2c(cnn2-c2ccccc2)C(NC(=O)c2ccc[n+]([O-])c2)C1 (stereo unspecified)	12	683	i	16
CCc1ccccc1-n1nnc(-c2ccccc2)n1	10	835	i	19
COc1cc2c(cc1OC)C(C)N(CCN1C(=O)c3ccccc3C1=O)CC2 (stereo unspecified)	-3	810	i	10
CCN1CCN(C(=O)N(c2ccccc2)c2ccccc2)CC1	10	840	i	50
O=C(CN(c1cc(C(F)(F)F)ccc1Cl)S(=O)(=O)c1ccccc1)NCc1cccnc1	-23	682	i	37
O=S(=O)(c1ccccc1)N1CCN(S(=O)(=O)c2ccc(F)cc2)CC1	1	800	i	12
O=C(COc1ccccc1)NS(=O)(=O)c1ccc(Cl)cc1	-23	629	i	60
CC(C)CNC(=O)CSc1n[nH]c(=O)n1CCc1ccccc1	4	726	i	25
CN(Cc1ccccc1)C(=O)C1CCN(S(=O)(=O)c2ccc(-n3cnnn3)cc2)CC1	-2	770	i	24
CN1CCN(C(=O)c2ccc(F)c(F)c2)CC1	8	817	i	55
CCCCNC(=O)c1cn(C)c2ccc(S(=O)(=O)N3CCCC3)cc2c1=O	-2	700	i	32
O=C(CN1C(=O)c2ccccc2S1(=O)=O)c1ccc(OC(F)F)cc1	-2	830	i	20
CCOC(=O)C1CCN(CCC(=O)Nc2cc(C)ccc2C)CC1	-1	791	i	54

A second format for three compounds above:
Structure,Hep lipid drop,Hep lipid drop cells 6.5 µM,T cell HTS,T cell HTS vesicle-bound %
CC(C)CNC(=O)CSc1n[nH]c(=O)n1CCc1ccccc1,4,726,i,25
CN(Cc1ccccc1)C(=O)C1CCN(S(=O)(=O)c2ccc(-n3cnnn3)cc2)CC1,-2,770,i,24
CN1CCN(C(=O)c2ccc(F)c(F)c2)CC1,8,817,i,55

(more compounds)
SMILES	Hep lipid drop	Hep lipid drop cells 6.5 µM	T cell HTS	T cell HTS vesicle-bound %
O=C(COC(=O)Cc1cccs1)NCc1ccc(F)cc1	25	807	i	13
CC[C@@H](C)[C@H](CN[C@H](CNC)[C@@H](C)O)NCCc1ccc(OC)cc1	18	838	i	27
COC(CNC(=O)CCc1c(C)nc2c(c(C)nn2-c2ccc(C)cc2)c1C)OC	-1	762	i	30
CN(C)N1C(N)=C(C#N)C(c2cccc(Cl)c2)C2=C1CCCC2=O (stereo unspecified)	-8	821	i	7
CCN(CC(=O)Nc1ccc2c(c1)OCO2)S(=O)(=O)c1ccccc1	-6	782	i	45
CC(C)C(NC(=O)c1ccc([N+](=O)[O-])cc1Cl)C(=O)N1CCCC1 (stereo unspecified)	4	817	i	25
COc1ccc(C)cc1NC(=O)CN1C(=O)COc2ccc(S(=O)(=O)N3CCOCC3)cc21	-2	628	i	4
CCC(=O)N1CCc2cc(S(=O)(=O)CCC(=O)NCc3ccc(C)cc3)ccc21	15	777	i	42
O=C(COc1ccccc1Cl)N1CCN(C(=O)c2ccco2)CC1	23	732	i	10
Cc1[nH]c2ccccc2c1C(=O)C(=O)N(C)C1CCCCC1	-11	843	i	63
COc1ccccc1C1C(C(=O)c2cc3ccccc3o2)=C(O)C(=O)N1c1cc(C)on1 (stereo unspecified)	19	795	i	14
CC(C)CSc1nnc2c3ccccc3n(C)c2n1	-6	743	i	20
COc1ccc(NC(=O)C2=CC(c3ccc(OC)cc3)=NS(=O)(=O)N2C)cc1	10	781	i	20
CCCn1c(N)c(Sc2ccccc2[N+](=O)[O-])c(=O)n(CCC)c1=O	-7	805	i	4
CC(NC(=O)c1ccc(C#N)cc1)C1CC2CCC1C2 (stereo unspecified)	30	775	i	25
COc1ccccc1-c1noc2ncnc(Nc3ccccc3C)c12	-6	792	i	14
O=C(O)CSc1c2c(nc3cc(C(=O)Nc4ccc(F)c(Cl)c4)ccc13)CCCC2	0	696	i	31
Cc1ccc(/C=C2\CCn3c2nc2cc(C(=O)O)ccc2c3=O)c(C)c1	22	716	i	36
CCOc1ccc(-c2cc(NC(=O)c3c(F)cccc3F)c(C(=O)O)s2)cc1	-2	834	i	36
COc1ccc(/C=C(/NC(=O)c2ccccc2)C(=O)NCCN2CCOCC2)cc1OC	7	726	i	14
O=C(NCc1ccccc1Cl)/C(=C\c1cccnc1)NC(=O)c1ccccc1	-4	807	i	40
N#CCCN(C(=O)COC(=O)c1cccc(S(=O)(=O)N2CCCC2)c1)c1ccc(F)cc1	0	859	i	40
CCOc1ccc(N(CC(=O)NCc2ccc(Cl)cc2)S(=O)(=O)c2c(C)noc2C)cc1	15	643	i	28
CSc1nnc(CNS(=O)(=O)c2ccc(Br)cc2)n1C	6	839	i	21

Single records, from the list above:
Listed for CCOc1ccc(-c2cc(NC(=O)c3c(F)cccc3F)c(C(=O)O)s2)cc1 → Hep lipid drop: -2; Hep lipid drop cells 6.5 µM: 834; T cell HTS: i; T cell HTS vesicle-bound %: 36
Listed for CCCn1c(N)c(Sc2ccccc2[N+](=O)[O-])c(=O)n(CCC)c1=O → Hep lipid drop: -7; Hep lipid drop cells 6.5 µM: 805; T cell HTS: i; T cell HTS vesicle-bound %: 4

Going on with the list.
SMILES	Hep lipid drop	Hep lipid drop cells 6.5 µM	T cell HTS	T cell HTS vesicle-bound %
Cc1cccc(NC(=S)NCc2ccccc2Cl)c1C	-4	838	i	8
COc1ccc(C(=O)Nc2cc(C)on2)c(OC)c1	8	768	i	37
CC(=O)N1CCc2cc(S(=O)(=O)NCCCN3CCC(C)CC3)ccc21	-6	624	i	37
CCN(CC)C(=O)c1cccc(NC(=O)CC23CC4CC(CC(C4)C2)C3)c1	10	752	i	9
O=C(NCCC(=O)N1CCCCC1)c1ccccc1Cl	-2	756	i	4
CCc1nnc(NC(=O)CCC(=O)NCc2ccc(C)cc2)s1	-4	702	i	7
CN(C)c1ccc(CNS(=O)(=O)c2ccc3c(c2)C(C)(C)C(=O)N3C)cc1	-2	822	i	24
CCN(Cc1nc(-c2ccccc2)no1)C(=O)c1ccco1	-3	808	i	28
CC(C)c1ccc(NC(=O)C2CSC3(C)CCC(=O)N23)cc1 (stereo unspecified)	6	704	i	17
CC(=O)Nc1ccc(OCC(=O)N2CCc3ccccc3C2)cc1	-9	828	i	45
CC(C)[C@@H](NC(=O)C1CCC(CNC(=O)[C@H](Cc2ccccc2)NC(=O)OC(C)(C)C)CC1)C(=O)O (stereo partly specified)	18	715	i	21

A draw from above in order of SMILES length, rising:
SMILES	Hep lipid drop	Hep lipid drop cells 6.5 µM	T cell HTS	T cell HTS vesicle-bound %
COc1ccccc1-c1noc2ncnc(Nc3ccccc3C)c12	-6	792	i	14
CC(C)CNC(=O)CSc1n[nH]c(=O)n1CCc1ccccc1	4	726	i	25
N#CCCN(C(=O)COC(=O)c1cccc(S(=O)(=O)N2CCCC2)c1)c1ccc(F)cc1	0	859	i	40
Cc1c(CC(=O)N2CCN(C(=O)C3COc4ccccc4O3)CC2)c(=O)oc2cc(O)cc(O)c12 (stereo unspecified)	19	712	i	16
